OX1R antag-1 – blocks the human orexin 1 receptor. O43613. AID 485270. inhibition, % at 6.6 µM. 330,000 tested, 1.8% active. OX1R-expressing cells, FRET antagonist read-out; in the data active = inhibition mostly above about 38%, no sharp cut-off; inactive = mostly below about 40%;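 note: 0% = agonist challenge alone and 100% = reference antagonist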
Target sequence (O43613 whole entry, looked up): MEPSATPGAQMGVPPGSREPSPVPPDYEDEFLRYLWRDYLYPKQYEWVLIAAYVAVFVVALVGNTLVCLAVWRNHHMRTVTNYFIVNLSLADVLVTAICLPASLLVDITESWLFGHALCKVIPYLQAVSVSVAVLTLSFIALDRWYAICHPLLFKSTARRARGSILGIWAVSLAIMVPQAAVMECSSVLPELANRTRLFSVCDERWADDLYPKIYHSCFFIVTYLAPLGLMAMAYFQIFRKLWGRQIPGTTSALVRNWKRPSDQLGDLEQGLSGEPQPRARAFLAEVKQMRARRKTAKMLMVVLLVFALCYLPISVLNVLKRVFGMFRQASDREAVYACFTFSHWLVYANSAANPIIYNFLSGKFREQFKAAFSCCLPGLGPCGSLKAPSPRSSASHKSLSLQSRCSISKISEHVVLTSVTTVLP
OX1R antag-2 – antagonists of human orexin 1 receptor; O43613; 330,000 tested, 0.43% active; inhibition, % at 5 µM; AID 434989; CHO/OX1R cells, Fluo-8 calcium fluorescence, orexin A;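 active = inhibition above its plate's threshold, mean inhibition of all tested compounds on the plate plus 3 SD, cut at about 37% in these data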;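 note: 0% = orexin A challenge wells and 100% = SB-334867-A antagonist wells; not every result past the cut was called active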
* marks the source's active call; other numbers are inactive results. No enrichment for hits. About 2% of those tested had a hit in this group.

SMILES | OX1R antag-1 | OX1R antag-2
CCC(c1nnnn1CCOC)N(Cc1ccc(C)cc1)Cc1cc2cc(OC)ccc2[nH]c1=O (configuration not stated) | 27 | -27
O=C(COC(=O)c1cc(=O)[nH]c2ccccc12)NCc1ccc(F)cc1 | 2 | -25
CC(C)Oc1ccc(CCNC(=O)C2CCC(=O)N(Cc3cccc(F)c3)C2)cc1 (configuration not stated) | -5 | -35
CCCc1nnc(NC(=O)CCC(=O)N2CCN(C3CCCC3)CC2)s1 | 14 | -17
Cc1cc(C)c(N(C(=O)c2csnn2)C(C(=O)NC(C)(C)C)c2ccncc2)c(C)c1 (configuration not stated) | 12 | -3
COc1ccc(NC(=O)C2CCN(S(=O)(=O)c3ccc(OC)c(OC)c3)CC2)cc1 | 7 | -11
COc1ccccc1CNC(=O)C1CCCN(S(=O)(=O)c2cnc[nH]2)C1 (configuration not stated) | 6 | -24
O=C(/C=C/c1ccccc1)N/C(=C\c1ccco1)C(=O)NCCO | 17 | -4
COc1ccc(C(=O)CN2Cc3ccccc3C2=N)cc1 | 23 | -17
CCc1ccc(OCC(=O)N/N=C/c2ccc(OS(=O)(=O)c3ccc(C)cc3)c(OC)c2)cc1 | 8 | -33
Cc1ccc(N2CCN(C(=O)c3cccs3)CC2)cc1C | 22 | -27
Cc1ccc(NC(=O)C2C3CCC(O3)C2C(=O)O)cc1Cl (configuration not stated) | -1 | -2
CCC1ON(c2ccccc2)C2c3nc4ccccc4n3CC12 (configuration not stated) | 12 | -19
Cc1ccc(S(=O)(=O)Nc2ccc(S(=O)(=O)NCC3CCCO3)cc2)cc1 (configuration not stated) | 19 | -5
CCc1ccc(C(=O)NC(CC(C)C)C(=O)O)cc1 (configuration not stated) | 6 | -13
NC(=O)CSc1ncnc2c1nnn2Cc1ccc(F)cc1 | 15 | -10
CCN(CC)c1ccc(C(=O)NNC(=O)CCl)cc1 | 17 | 5
COc1ccc(-c2ccc(/C=N/N3C(=O)C4C5C=CC(C6CC56)C4C3=O)o2)c([N+](=O)[O-])c1 (configuration not stated) | 16 | 1
COc1cc(C(=O)Nc2ccc(S(=O)(=O)N3CCOCC3)cc2)c([N+](=O)[O-])cc1OC | 19 | -15
CCCNC(=O)c1n[nH]c2c1CC(C(C)(C)CC)CC2 (configuration not stated) | 3 | -27
CC1(C(=O)Nc2ccccc2)Cc2ccccc2C(=O)O1 (configuration not stated) | 4 | -14
O=S(=O)(c1ccc(-c2n[nH]c(=S)o2)cc1)N1CCCC1 | 21 | -2
CCCn1c(SCC(=O)Nc2ccc(S(=O)(=O)N(C)C)cc2)n[nH]c1=O | 17 | 5
COc1cccc(N2CCN(CC(=O)c3c[nH]c4ccc(OC)cc34)CC2C)c1 (configuration not stated) | 23 | -12
Cc1ccc(Cn2cccc(NC(=O)c3ccco3)c2=O)cc1 | 23 | -30
Cc1ccc(Cl)c(NC(=O)CSc2n[nH]c(=O)n2C2CC2)c1Cl | 5 | 5
COc1ccc(CCNc2ccc(S(N)(=O)=O)cn2)cc1 | 13 | -20
O=[N+]([O-])c1ccc(O)c(C=Nc2ccc3oc(Cc4ccc(Cl)cc4)nc3c2)c1 | 11 | -9
O=C1COc2ccc(S(=O)(=O)N3CCC(C(=O)NCc4ccc(F)cc4)CC3)cc2N1 | 29 | -8
CCOc1cc2[nH]c(=O)n(CCCCCC(=O)NCc3ccco3)c(=O)c2cc1OCC | 5 | 0
CCN(CC)c1ccc(NC(=O)CCS(=O)(=O)c2cccc3nsnc23)c(C)c1 | 45 | -29
COc1ccc(NC(C)=O)cc1NC(=O)CN1CCN(C2c3ccccc3-c3ccccc32)CC1 | 4 | -39
CC(=O)c1nnn(-c2cccc(C#N)c2)c1C | 4 | -4
CCOC(=O)c1sc(=S)n(C)c1N | 10 | 5
Cn1nc(C(F)(F)F)c(C#N)c1N1CCN(c2ccc(F)cc2)CC1 | 12 | -20
O=C(COC(=O)c1ccccn1)Nc1nc(-c2cccc([N+](=O)[O-])c2)cs1 | 27 | 3
Cc1ccc(-c2nnc(-n3ncc(C#N)c3N)c3ccccc23)cc1C | 10 | -15
O=C(c1cc(-c2cccc(O)c2)on1)N1CCc2ccccc2C1 | 18 | -8
NNC(=O)CN1C(c2ccc(Br)cc2)=Nc2ccc(Br)cc2C1c1ccccc1 (configuration not stated) | 6 | -46
CCOC(=O)c1cnc2c(-c3ccc(Cl)cc3)c(C)nn2c1N | 10 | 4
C/C(CCC1CC(C)(C)OC1=O)=N\NC(N)=S (configuration not stated) | 10 | 4
O=C1C(Cl)=C(N2CCC(C(=O)O)CC2)C(=O)c2ccccc21 | 101* | -7
COc1ccc(-c2noc(N3CCC(C(=O)Nc4cc(OC)ccc4OC)CC3)n2)cc1 | 14 | -6
CC(=O)N1CCN(S(=O)(=O)c2ccc(C)cc2)C1C (configuration not stated) | 19 | 4
CCCN1CCC(=O)N([C@H](CO)Cc2ccccc2)CC1 | 15 | -7
CC(C)Oc1ccc(C(=O)NCCCNC(=O)c2cccnc2)cc1 | 12 | 0
CC(Oc1ccccc1)c1ccnc(N)n1 (configuration not stated) | 13 | -15
C=CCn1c(SCC(=O)Nc2ccc(F)cc2)nc2ccccc2c1=O | 22 | -49
Cc1cc(C)n(CCC(=O)N/N=C/c2ccc(Br)c([N+](=O)[O-])c2)n1 | 36 | -11
COc1cc(CN2CCN(Cc3ccc(SC)cc3)CC2)cc(OC)c1O | 17 | 3
CCn1c(=O)c(C(=O)CN(C)CC(=O)Nc2cccc(F)c2)c(N)n(Cc2ccccc2)c1=O | 6 | -14
CC(C)OC(=O)CSc1nc2c(c(C3CC=CCC3)c1C#N)CCC2 (configuration not stated) | 18 | 54*
COc1ccc(C2(CN(C(C)=O)C(C)=O)CCCC2)cc1OC | 21 | -7
COc1ccc(-c2cc3ccccc3[nH]2)cc1 | 0 | -10
CSc1ccc(NC(=O)CSc2nc3[nH]c(=O)cc(O)c3s2)cc1 | -1 | -5
Cc1cc(C)c2c(c1)/C(=N/NC(=O)c1ccc(O)cc1)CCC2 | 6 | -14
CC(CCc1ccc(O)cc1)N(C)CCc1ccccc1 (configuration not stated) | 0 | -23
Cc1ccc(CN2CCSc3ccc(C(=O)NC4CCN(Cc5ccccc5)CC4)cc32)cc1 | 11 | -16
COc1cc(/C=N/NC(=S)Nc2cccnc2)cc(OC)c1OC | 24 | -19
COc1ccc(-c2nc(CSCC(=O)NCC3CCCO3)c(C)o2)cc1OC (configuration not stated) | 5 | -8

Next records follow.
SMILES | OX1R antag-1 | OX1R antag-2
O=C(NC(=S)NCCO)c1cn(-c2ccccc2)nc1-c1ccccc1 | 14 | -30
CC1=CC(C)(C)N2C(=O)C3(C(C#N)=C(N)OC4=C3C(=O)CC(C)(C)C4)c3c(C)c(C)cc1c32 (configuration not stated) | 14 | -10
COc1ccc2[nH]c(=O)c(CN(C(C)=O)C3CCCCC3)cc2c1 | 17 | -3
Cc1ccc(CN2CCN(C3CCOCC3)CC2CCO)cc1 (configuration not stated) | 18 | -5
CC1CCN(S(=O)(=O)c2ccc(C(=O)Nc3nnc(C4=COCCO4)o3)cc2)CC1 | 13 | -18
O=C(c1ccc([N+](=O)[O-])cc1)N1CCOC12CCN(c1ncc(C(F)(F)F)cc1Cl)CC2 | 12 | -2
CS(=O)(=O)N(CC(=O)N1CCc2ccccc2C1)c1cccc(F)c1 | 13 | 10
O=[N+]([O-])c1cccc(N(CC(O)CN2CCCC2)S(=O)(=O)c2ccccc2)c1 (configuration not stated) | 29 | -10
CSc1nc(-c2ccccc2)nc(C(Cl)Cl)n1 | 7 | -8
COc1ccc(/C=C/C(=O)Nc2ccc3nc4n(c(=O)c3c2)CCCC4)cc1 | 11 | -22
COCCC(=O)N1CCC(n2nccc2NC(=O)CCc2ccccc2)CC1 | 3 | 8
N#CCCn1cc(/C=C(\C#N)c2nc3ccccc3s2)c(-c2ccc(F)cc2)n1 | 3 | -26
Cc1nc2cc(-c3ccsc3-n3c(C)ccc3C)[nH]n2c(=O)c1Cl | 16 | 4
COc1ccc(Cl)cc1C(=O)NNC(=O)c1cccnc1 | 4 | -12
CCCn1c2ccccc2c2cnn(CC(=O)NC3CCCCC3C)c(=O)c21 (configuration not stated) | 12 | -9
CCNC(=O)CC1C(=O)N(c2ccc(OC)cc2)C(=S)N1CCc1ccncc1 (configuration not stated) | 18 | 0
COc1ccc(CNC(=O)c2ccc(Cn3nc(C)c([N+](=O)[O-])c3C)o2)cc1 | 6 | -1
O=C(COC(=O)c1ccc([N+](=O)[O-])cc1)NC12CC3CC(CC(C3)C1)C2 | 12 | 15
CC(=O)N1[C@H](C)C=C[C@]1(Cc1ccccc1)C(=O)NCCN1CCOCC1 | 15 | -17
O=C(Nc1cc([N+](=O)[O-])ccc1F)C1CCN(S(=O)(=O)c2cccs2)CC1 | 9 | 4

Shown as labelled records: entries from further up.
molecule: O=C(c1ccc([N+](=O)[O-])cc1)N1CCOC12CCN(c1ncc(C(F)(F)F)cc1Cl)CC2
  OX1R antag-1: 12 | OX1R antag-2: -2
molecule: CS(=O)(=O)N(CC(=O)N1CCc2ccccc2C1)c1cccc(F)c1
  OX1R antag-1: 13 | OX1R antag-2: 10

Arranged by count of non-hydrogen atoms (low to high): part of the list above
SMILES | OX1R antag-1 | OX1R antag-2
CCOC(=O)c1sc(=S)n(C)c1N | 10 | 5
CC(Oc1ccccc1)c1ccnc(N)n1 (configuration not stated) | 13 | -15
CSc1nc(-c2ccccc2)nc(C(Cl)Cl)n1 | 7 | -8
CCc1ccc(C(=O)NC(CC(C)C)C(=O)O)cc1 (configuration not stated) | 6 | -13
CCCNC(=O)c1n[nH]c2c1CC(C(C)(C)CC)CC2 (configuration not stated) | 3 | -27
CCCN1CCC(=O)N([C@H](CO)Cc2ccccc2)CC1 | 15 | -7
O=C1C(Cl)=C(N2CCC(C(=O)O)CC2)C(=O)c2ccccc21 | 101* | -7
Cc1ccc(Cn2cccc(NC(=O)c3ccco3)c2=O)cc1 | 23 | -30
Cc1cc(C)n(CCC(=O)N/N=C/c2ccc(Br)c([N+](=O)[O-])c2)n1 | 36 | -11
CC(C)Oc1ccc(C(=O)NCCCNC(=O)c2cccnc2)cc1 | 12 | 0
CCCc1nnc(NC(=O)CCC(=O)N2CCN(C3CCCC3)CC2)s1 | 14 | -17
O=C(Nc1cc([N+](=O)[O-])ccc1F)C1CCN(S(=O)(=O)c2cccs2)CC1 | 9 | 4
CCCn1c2ccccc2c2cnn(CC(=O)NC3CCCCC3C)c(=O)c21 (configuration not stated) | 12 | -9
CCN(CC)c1ccc(NC(=O)CCS(=O)(=O)c2cccc3nsnc23)c(C)c1 | 45 | -29
CC(C)Oc1ccc(CCNC(=O)C2CCC(=O)N(Cc3cccc(F)c3)C2)cc1 (configuration not stated) | -5 | -35
Cc1cc(C)c(N(C(=O)c2csnn2)C(C(=O)NC(C)(C)C)c2ccncc2)c(C)c1 (configuration not stated) | 12 | -3
CCOc1cc2[nH]c(=O)n(CCCCCC(=O)NCc3ccco3)c(=O)c2cc1OCC | 5 | 0
CC1=CC(C)(C)N2C(=O)C3(C(C#N)=C(N)OC4=C3C(=O)CC(C)(C)C4)c3c(C)c(C)cc1c32 (configuration not stated) | 14 | -10
Cc1ccc(CN2CCSc3ccc(C(=O)NC4CCN(Cc5ccccc5)CC4)cc32)cc1 | 11 | -16
COc1ccc(NC(C)=O)cc1NC(=O)CN1CCN(C2c3ccccc3-c3ccccc32)CC1 | 4 | -39

Additional records:
SMILES | OX1R antag-1 | OX1R antag-2
CCOC(=O)N1CCN(C(=O)c2cccn3c(=O)c4sccc4nc23)CC1 | 17 | -21
COC(=O)c1ccc(NC(=O)CSCC(=O)OCC(=O)c2ccc(Br)cc2)cc1 | 20 | -10
Cc1ccc2cc3cc(C(=O)N4CCN(Cc5ccccc5)CC4)sc3nc2c1 | 12 | -19
COc1ccc(OC(C)C(=O)N(C)Cc2nc(-c3ccccc3)no2)cc1 (configuration not stated) | 12 | -10
CCOC(=O)c1cc(C)[nH]c1C | 16 | -11
N#CCc1ccc(OC(=O)c2cccnc2)cc1 | 13 | -6
CN(C)C(=S)Nc1ccc([N+](=O)[O-])cc1 | 23 | 3
O=C(COC(=O)/C=C/c1ccc(F)cc1)NCc1ccc2c(c1)OCO2 | 2 | -1
O=C1c2ccccc2C(=O)N1Cc1ccccn1 | 10 | -9
Cc1cnc(C(=O)Nc2cccc(S(=O)(=O)N(C)C)c2)cn1 | 20 | 3
CCCCNC(=O)[C@H]1C[C@H]1[C@@H](O)[C@H](CO)NC(=O)[C@H](Cc1ccccc1)NC(=O)OC(C)(C)C | 26 | -8
O=C(OCC(=O)N1CCCCC1)c1ccc(OC(F)(F)F)cc1 | 11 | -11
CCCc1nc(SCC(=O)c2ccc(OC)cc2)c2ccccc2n1 | 40 | -32
O=C(O)c1c(-c2ccccc2)c(-c2ccccc2)nc2ccccc12 | 8 | -15
Cn1c(SCC(=O)NC2CCS(=O)(=O)C2)nnc1-c1ccco1 (configuration not stated) | 4 | 3
Cc1cccc(C)c1OCC(=O)Nc1ccncc1 | 12 | 0
CN1CCN(c2ccc([N+](=O)[O-])c(Sc3nc4ccccc4[nH]3)c2)CC1 | 15 | -20
COc1ccccc1NC(=O)C12CCC(C)(C(=O)C1)C2(C)C (configuration not stated) | 17 | -7
